Source: PubChem BioAssay
HT1080 viability – HT1080 cell viability loss – fluorescence readout (AID 620); HT1080 viability, fluorescence; higher % means a stronger effect; cytotoxicity, % at 10 µM, or EC50 in µM where a hit was titrated; hit rate 0.42% among 87,000;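 also: cells exposed to compound overnight then 4 h with Alamar Blue; 0% = vehicle DMSO and 100% = killing control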
Spn PMK inh – blocks S. pneumoniae phosphomevalonate kinase; hit rate 0.49% among 65,000; AID 539; purified PMK, PK/LDH-coupled NADH absorbance 340 nm; inhibition, % at 10 µM;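 active = top-ranked compounds by inhibition in the single 10 µM screen, taking a fixed number of the strongest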;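 also: 0% = full reaction with DMSO carrier and 100% = background rate without enzyme reaction; no value below 0 was filed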
TNAP inhibition – inhibition of tissue-nonspecific alkaline phosphatase – biochemical, luminescent (AID 518); one-dose inhibition, % at 20 µM; IC50 in µM for titrated hits; hit rate 0.09% among 64,000; purified TNAP enzyme, luminescent substrate readout; higher % means a stronger effect; in the data active = a potency from the dose series; inactive = the rest, 99 in 100 with inhibition below about 22%;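 also: plate controls were vehicle for no effect and reference inhibitor for full effect; many of its hits are not listed in these tables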
LYP phosphatase – inhibition of human PTPN22 tyrosine phosphatase – biochemical, DiFMUP fluorescence, recombinant catalytic domain, 10 µM, primary screen (AID 606); recombinant LYP catalytic domain, DiFMUP fluorescence; higher % means a stronger effect; inhibition, % at 10 µM; hits with a dose series show IC50 in µM; 52,000 tested, under 10 active;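 active = IC50 under 40 µM in the dose-response test; inactive = IC50 of 40 µM or more, or never dose-tested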
Spn DPM-DC inh – inhibitors of Streptococcus pneumoniae diphosphomevalonate decarboxylase; purified DPM-DC, PK/LDH coupled NADH fluorescence; calls only at 10 µM; hit rate 0.49% among 65,000; AID 556;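 active = the 320 compounds with the highest percent inhibition in the single-dose primary screen, excluding strongly autofluorescent ones, cut at about 32% in these data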;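 also: kinetic rate of NADH fluorescence loss reporting ADP formed by the decarboxylase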
HPDE-C7K KRASV12 – viability loss of HPDE-C7K cells – cell-based, fluorescence, HTS, primary screen (AID 431); hit rate 1.7% among 63,000; HPDE-C7K KRASV12 cells, Alamar Blue viability, 48 h; higher % means a stronger effect; cytotoxicity, % at 10 µM; hits with a dose series show EC50 in µM;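 active = compounds whose percent cytotoxicity in the single-dose primary screen, scaled between solvent and toxic-drug controls, exceeds 50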;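 also: 0% = DMSO solvent wells and 100% = doxorubicin-treated wells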
Spn MK inh – blocks S. pneumoniae mevalonate kinase; AID 555; inhibition, % at 10 µM; hit rate 0.48% among 65,000; purified MK, PK/LDH-coupled NADH absorbance 340 nm;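 active = ranked among the strongest by inhibition in the single 10 µM screen, a fixed top-ranked set picked for dose follow-up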; also: no value below 0 was filed
Bfl-1 displacement – Bfl-1 inhibitors, primary screen, biochemical, fluorescence polarization, FITC-Bid, mouse (AID 432); FITC-Bid BH3 peptide fluorescence polarization displacement; higher % means a stronger effect; displacement, % at 20 µM; hits with a dose series show IC50 in µM; hit rate 0.02% among 64,000; in the data active = a potency from the dose series; inactive = the rest, 99 in 100 with displacement below about 15%; also: strong numbers were not always called active
HPDE-C7 cytotoxicity – HPDE-C7 pancreatic duct cell viability loss – fluorescence, HTS (AID 430) | HPDE-C7 pancreatic duct cells viability, fluorescence; higher % means a stronger effect | cytotoxicity, % at 10 µM, or EC50 in µM where a hit was titrated | hit rate 1.8% among 63,000;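 also: cells exposed to compound for 48 hours before viability readout; 0% = vehicle and 100% = reference cytotoxic drug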
Spn PMK inh pilot replicates – second read-out of Spn PMK inh, no call of its own (marks repeat the call); inhibition, %; measured here: pilot screen replicates
Spn MK inh pilot replicates – further read-out of Spn MK inh, marked with its call; inhibition, %; measured here: pilot screen replicates
Spn DPM-DC inh pilot screen % – second read-out of Spn DPM-DC inh, no call of its own (marks repeat the call); inhibition, %; measured here: pilot screen trials
Active calls of the source: *; i = inactive; x = not tested or not shown. Rule as the data show it, unless noted: active = cytotoxicity above about 50%; inactive = the rest. Rows are unselected; 3.5% or so of the library scored in one or more.

SMILES	HT1080 viability	Spn PMK inh	TNAP inhibition	LYP phosphatase	Spn DPM-DC inh	HPDE-C7K KRASV12	Spn MK inh	Bfl-1 displacement	HPDE-C7 cytotoxicity	others
Oc1ccc(C(=S)N2CCCCC2)cc1Cl	-2%	1	10%	16%	i	-22%	0	4%	-21%
CCc1nnc(NC(=O)c2ccc(S(=O)(=O)N3CCCCC3C)cc2)s1 (centres undefined)	-12%	15	17%	5%	i	-8%	0	-11%	-15%
CC1CCCN(C(=O)Cn2c(=O)oc3ccccc32)C1 (centres undefined)	-3%	0	5%	x	i	-8%	0	-6%	-11%
Cc1nnc(SCC(=O)NCc2ccccc2)s1	10%	12	13%	-2%	i	-2%	4	2%	5%	Spn PMK inh pilot replicates=2.0;Spn MK inh pilot replicates=3.0;Spn DPM-DC inh pilot screen %=0.5
CCCc1nnc(NC(=O)CN2C(=O)c3ccccc3S2(=O)=O)s1	-13%	4	x	-7%	i	x	6	x	x
Cc1nc(NC(=O)CSc2nnnn2Cc2ccccc2)sc1C	-3%	11	12%	x	i	10%	13	0%	0%
Cc1cc(/C=N/n2cnnc2)c(C)n1-c1ccc(C(=O)O)cc1	3%	12	5%	x	i	-7%	8	-1%	-3%
Cc1cc(C)n(CCCNC(=O)c2ccc(S(=O)(=O)NCc3ccco3)cc2)n1	2%	12	10%	-14%	i	-2%	6	-9%	-23%	Spn PMK inh pilot replicates=5.0;Spn MK inh pilot replicates=2.5;Spn DPM-DC inh pilot screen %=1.5
Cc1ccc2cccc(SCC(=O)NCc3ccco3)c2n1	6%	8	11%	-25%	x	12%	8	-9%	-2%
CN(C)c1nc(Oc2ccc(=O)n(C)n2)nc(N2CCOCC2)n1	7%	4	13%	8%	i	0%	10	-1%	-25%	Spn PMK inh pilot replicates=0.0;Spn MK inh pilot replicates=0.0;Spn DPM-DC inh pilot screen %=1.0
COc1cc(NC(=O)C2CCCN2S(=O)(=O)c2ccc3c(c2)CCC(=O)N3)cc(OC)c1 (centres undefined)	-3%	1	4%	-14%	i	-4%	0	-5%	-1%
CCOC(=O)c1ccc(NC(=O)CSc2nnc(COc3ccccc3OC)n2C)cc1	-5%	4	10%	3%	i	-34%	10	5%	-29%
CCOC(=O)C1CCN(c2ncnc3c2oc2ccccc23)CC1	3%	15	6%	-6%	i	1%	2	0%	6%
CCOC(=O)C1CCCN(CC(=O)NC2=Nc3ccccc3N=C(C)C2c2ccccc2)C1 (centres undefined)	-7%	0	2%	6%	i	7%	4	-2%	4%
O=C(COC(=O)c1ccc2c(c1)OCCO2)NCCC1=CCCCC1	5%	17	8%	x	i	-11%	4	2%	-7%
O=C(CN1CCN(c2ccc(Cl)cc2)CC1)Nc1cccc(F)c1	-6%	4	6%	x	i	12%	7	-1%	2%
C=C(C)Cn1c(=O)c(NC(=O)c2ccccc2)c2n(c1=S)CCC2	-1%	0	5%	5%	i	-5%	0	-11%	7%
COC(=O)c1ccc(Cn2nnc3c(sc4nc(N5CCOCC5)c5c(c43)CCCC5)c2=O)o1	-14%	6	12%	2%	i	14%	7	-2%	11%
CCOC(=O)c1cnc(-n2cc(C)cn2)nc1NCc1ccc2c(c1)OCO2	-3%	14	2%	6%	i	-10%	9	-8%	-2%
O=C(CSc1nnc(-c2cccs2)o1)OC1CCCCC1	-34%	0	5%	-1%	i	-3%	6	-7%	-11%
CCn1c2ccccc2c2cc(/C=N/n3cnnc3)ccc21	17%	6	4%	12%	x	16%	10	2%	11%
CCOc1cc(C2NC(=O)NC(C)=C2C(=O)OCc2ccccc2)ccc1O (centres undefined)	8%	9	11%	-5%	i	6%	0	-2%	-9%
COc1ccccc1C1CC(=O)NC(C)=C1C(=O)OCC(C)C (centres undefined)	0%	13	9%	x	i	15%	3	-3%	1%
O=C(CCn1[nH]c(=O)c2ccccc2c1=O)NCCO	19%	4	12%	x	i	6%	3	-1%	-6%	Spn PMK inh pilot replicates=0.5;Spn MK inh pilot replicates=0.5;Spn DPM-DC inh pilot screen %=3.5
O=C(c1cc(-c2ccncc2)nc2ccccc12)N1CCN(c2ccccn2)CC1	37%	7	7%	-8%	i	32%	0	-4%	56%*
(cont.)
SMILES	HT1080 viability	Spn PMK inh	TNAP inhibition	LYP phosphatase	Spn DPM-DC inh	HPDE-C7K KRASV12	Spn MK inh	Bfl-1 displacement	HPDE-C7 cytotoxicity	others
COCCNC(=O)COC(=O)CSCc1nc2ccccc2s1	0%	0	-1%	x	i	-17%	11	-7%	-30%
CCN(CC)CCCOc1nc(C)nc2c1oc1ccccc12	-3%	11	0%	x	i	10%	5	2%	3%
CCCCN1C(=O)NC(NC(C)=O)(C(F)(F)F)C1=O (centres undefined)	2%	13	-2%	-1%	i	1%	12	-5%	3%
CCN(C(=O)COC(=O)c1cccnc1SC)C1CCS(=O)(=O)C1 (centres undefined)	-1%	11	9%	14%	i	-6%	0	-7%	10%
O=C1NCCCN1Cc1ccc(F)cc1Cl	2%	14	6%	16%	i	-16%	0	-17%	-12%
COCc1cc(=O)n2c(-c3ccc(C)cc3)n[nH]c2n1	x	7	12%	-7%	i	7%	4	3%	2%
CCOc1ccc(Cl)cc1S(=O)(=O)n1cnc2ccccc21	0%	0	13%	-1%	i	25%	12	6%	26%
C=CCN=C(C)C1=C(O)CCC1=O	-3%	5	12%	10%	i	0%	3	0%	-1%
COc1ccccc1NC(=O)C1CCN(c2ncccn2)CC1	-1%	15	-3%	x	i	4%	4	1%	5%
CC(Sc1ccc2c(c1)OCCO2)C(=O)Nc1ccc2c(c1)OCO2 (centres undefined)	-6%	9	10%	15%	i	11%	5	-3%	11%
CC1CCCCC1NC(=O)CCn1c(=O)oc2ccccc21 (centres undefined)	-4%	11	x	-6%	i	x	4	x	x
O=S(=O)(c1ccccc1)c1nc(-c2ccco2)oc1N1CCCCCC1	-2%	21	-7%	11%	i	10%	24	-2%	8%
CN(C(=O)COC(=O)C1c2ccccc2Oc2ccccc21)C1CCS(=O)(=O)C1 (centres undefined)	4%	9	3%	5%	i	1%	0	0%	-8%
Cc1ccc2nsnc2c1NS(=O)(=O)c1c(C)ccc2nsnc12	19%	17	-2%	x	i	32%	8	-3%	23%
COc1cccc(C(=O)N(Cc2cc3cc(C)ccc3[nH]c2=O)C(C)C)c1	-16%	3	8%	-4%	i	-8%	3	-4%	-2%
CC(=O)c1cccc(NC(=O)CCNS(=O)(=O)c2cccc(C(C)=O)c2)c1	-2%	9	12%	11%	i	11%	3	3%	3%
O=C(CSc1nnc(Cc2ccccc2)o1)NCCN1C(=O)CSC1=O	-4%	0	-4%	x	i	3%	3	4%	-2%
Cn1nc(CC(=O)Nc2cccc3ncccc23)c2ccccc2c1=O	1%	0	9%	3%	i	-4%	9	0%	-6%
O=C(CN1CCN(Cc2ccccc2)C1=O)NCc1ccc(Cl)cc1	x	5	10%	x	i	-18%	6	3%	-19%
CCOC(=O)c1ccc(N2C(=O)c3n[nH]c(C)c3C2c2ccco2)cc1 (centres undefined)	8%	2	-9%	x	i	13%	0	-10%	2%
CCOC(=O)c1ccc(N=c2sc(C(=O)OC)cc(=O)n2C2CC2)cc1	-6%	8	15%	x	i	14%	4	3%	24%
O=C(c1ccco1)N1CCN(C(=O)N2CCOCC2)CC1	7%	0	4%	14%	i	-5%	7	-2%	-4%
O=C(O)CSC1CC(=O)N(c2cccc(Cl)c2)C1=O (centres undefined)	0%	0	14%	15%	i	-10%	1	0%	-2%
CN(C)S(=O)(=O)c1ccc(C(=O)NCc2ccccc2)cc1	4%	15	10%	6%	i	-22%	0	-2%	-8%
C=CCNc1ccc(F)c(F)c1N1CCCCCC1=O	0%	11	5%	x	i	1%	0	-4%	-14%

Three neighbouring records out of the list so far:
SMILES	HT1080 viability	Spn PMK inh	TNAP inhibition	LYP phosphatase	Spn DPM-DC inh	HPDE-C7K KRASV12	Spn MK inh	Bfl-1 displacement	HPDE-C7 cytotoxicity	others
CCN(CC)CCCOc1nc(C)nc2c1oc1ccccc12	-3%	11	0%	x	i	10%	5	2%	3%
CCCCN1C(=O)NC(NC(C)=O)(C(F)(F)F)C1=O (centres undefined)	2%	13	-2%	-1%	i	1%	12	-5%	3%
CCN(C(=O)COC(=O)c1cccnc1SC)C1CCS(=O)(=O)C1 (centres undefined)	-1%	11	9%	14%	i	-6%	0	-7%	10%

Some of these compounds in order of SMILES length, falling.
SMILES	HT1080 viability	Spn PMK inh	TNAP inhibition	LYP phosphatase	Spn DPM-DC inh	HPDE-C7K KRASV12	Spn MK inh	Bfl-1 displacement	HPDE-C7 cytotoxicity	others
COc1cccc(C(=O)N(Cc2cc3cc(C)ccc3[nH]c2=O)C(C)C)c1	-16%	3	8%	-4%	i	-8%	3	-4%	-2%
CCOC(=O)c1ccc(N=c2sc(C(=O)OC)cc(=O)n2C2CC2)cc1	-6%	8	15%	x	i	14%	4	3%	24%
O=C1NCCCN1Cc1ccc(F)cc1Cl	2%	14	6%	16%	i	-16%	0	-17%	-12%

(more compounds)
SMILES	HT1080 viability	Spn PMK inh	TNAP inhibition	LYP phosphatase	Spn DPM-DC inh	HPDE-C7K KRASV12	Spn MK inh	Bfl-1 displacement	HPDE-C7 cytotoxicity	others
CSCC[C@H](NC(=O)NCCc1ccc(F)cc1)C(=O)O	5%	2	15%	x	i	x	2	-11%	x
O=C(NC1CCSC1=O)c1ccc(Cl)cc1 (centres undefined)	x	0	17%	-20%	i	-3%	8	3%	-14%
COc1ccc(-n2c(=O)c3ccccc3n(CC(=O)NC3CCCCC3)c2=O)c(OC)c1	0%	12	7%	5%	i	-10%	3	7%	-18%
COC(=O)C(O)(NC(=O)OCc1ccccc1)C(F)(F)F (centres undefined)	5%	11	2%	x	i	-7%	0	5%	-10%
Cc1ccc2[nH]c(=O)c(CN(CCN3CCOCC3)C(=O)Nc3ccc(F)cc3)cc2c1	-10%	8	10%	x	i	-1%	10	-6%	2%
COc1ccc(CCNC(=O)c2cnc3n(c2=O)CCS3)cc1OC	6%	9	x	15%	i	x	4	x	x
CC(/C=C/c1ccccc1)=N/O	2%	4	11%	x	i	-7%	7	7%	1%
CC1CCCCC1NC(=O)COC(=O)c1ccc(S(=O)(=O)N2CCOCC2)cc1 (centres undefined)	-2%	18	8%	-5%	i	-20%	2	-2%	-21%
C=CCn1c(SCC(=O)Nc2cc(C)nn2-c2ccccc2)nnc1C1CCCCC1	-12%	20	8%	-1%	i	x	2	-5%	x
O=S(=O)(c1ccc2c(c1)oc1ccccc12)N1CCOCC1	-2%	6	3%	-5%	i	-6%	2	2%	-4%
CCn1c(SCC(=O)NCCc2ccc(F)cc2)nnc1-c1cccs1	-10%	5	11%	x	i	5%	4	6%	0%
Nc1nc(-c2ccc(Br)cc2)cs1	2%	12	9%	2%	i	2%	3	-6%	7%
COc1ccc(CCNC(=O)CN2C(=O)c3ccccc3S2(=O)=O)cc1OC	14%	8	7%	-6%	i	-7%	6	-12%	1%
Cc1ccc(CN2CCN(CC(=O)N3CCC(C(N)=O)CC3)C2=O)cc1	x	7	16%	1%	i	1%	4	-4%	-5%
CC(=O)c1cc2c(cc1NC(=O)C1CC=CCC1C(=O)O)OCO2 (centres undefined)	-2%	11	7%	11%	i	-10%	12	-6%	-6%
